# Screening data deposited in PubChem BioAssay by Sanford-Burnham Center for Chemical Genomics.
# XBP1 UPR activ = activators of adaptive arm of unfolded protein response (XBP1); CHO-XBP1 luciferase reporter, IRE1-XBP1 UPR activation, luminescence; percent of tunicamycin response, DMSO as zero; activation, % at 20 µM; 330,000 tested, 0.33% active;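 active means versus positive control, 20 µM dose yields 30% or more activation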;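 further: 100% = tunicamycin at 10 µg/mL and 0% = DMSO only wells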
#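 Material: IRE1-XBP1 luciferase reporter CHO line / Quantity: one thousand reporter cells per well / Buffer or medium: F12 with 10% serum / Compound: 20 µM single concentration, DMSO 1% / Times: 6 h treatment, 37 °C / Detection: Steady-Glo luciferase glow luminescence, 10 min after reagent addition / Benchmarks: tunicamycin high, DMSO low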
# APJ antag = APJ receptor antagonism | P35414 | CHO-K1 APJ beta-arrestin complementation, luminescence | inhibition, % at 20 µM | 330,000 tested, 0.32% active;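 active means inhibition above about 40% at 20 µM, limit read from the data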;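 further: cells challenged with 10 nM apelin-13 agonist together with compound; plate controls were apelin-13 plus DMSO wells for no effect and DMSO wells lacking apelin-13 for full effect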
# APJ agonist = APJ receptor agonism | P35414 | activation, % at 20 µM | CHO-K1 APJ PathHunter beta-arrestin, luminescence; 0% DMSO wells, 100% apelin | AID 2520 | 330,000 tested, 0.11% active;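 active means activation more than six SD over the plate average, tested at 20 µM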;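 further: 0% = DMSO alone and 100% = apelin-13 at 10 nM; some results filed as inactive read as strong as hits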
#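 Material: engineered CHO-K1 APJ arrestin reporter cells; amount: 1000 CHO-K1 reporter cells seeded per well; incubation: compound stimulation 90 min at 25 °C, detection 60 min; signal: luminescent beta-gal fragment complementation, chemiluminescent substrate; read-out basis: APJ agonist activity; controls: DMSO-only wells as negative, 10 nM Apelin-13 as positive control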
# CXCR6 block = blocks human CXCR6 beta-arrestin recruitment | AID 602244 | inhibition, % at 20 µM | O00574 | CHO-K1 PathHunter CXCR6 beta-arrestin, luminescence | 360,000 tested, 0.36% active; in the data active means inhibition above about 34%, passing the limit was not always enough;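 further: antagonist mode with CXCL16 agonist at 10 nM final; 0% = 10 nM CXCL16 with DMSO and 100% = unstimulated wells without agonist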
# Target sequence (O00574 whole entry, looked up): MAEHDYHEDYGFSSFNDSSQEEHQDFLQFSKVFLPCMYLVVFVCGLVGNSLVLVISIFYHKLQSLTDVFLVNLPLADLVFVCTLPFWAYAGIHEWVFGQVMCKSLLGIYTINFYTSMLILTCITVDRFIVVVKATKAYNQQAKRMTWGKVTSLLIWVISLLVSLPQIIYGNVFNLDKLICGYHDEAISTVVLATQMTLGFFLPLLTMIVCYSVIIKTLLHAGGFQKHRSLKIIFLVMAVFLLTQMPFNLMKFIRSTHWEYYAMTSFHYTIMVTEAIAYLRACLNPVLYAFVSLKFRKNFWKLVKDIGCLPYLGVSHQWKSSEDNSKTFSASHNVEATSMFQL
# EBI2 antag = blocks human EBI2 receptor beta-arrestin signaling. P32249. EBI2 beta-arrestin recruitment, luminescence, 7a,25-OHC stimulated. inhibition, % at 5 µM. 360,000 tested, 0.81% active; in the data active means inhibition above about 38%;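 further: enzyme fragment complementation signal reports receptor beta-arrestin coupling in cells; 0% = agonist plus DMSO wells and 100% = wells without agonist; some results beyond the cut were filed as inactive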
# Target sequence (P32249 whole entry, looked up, the tested form may be a part): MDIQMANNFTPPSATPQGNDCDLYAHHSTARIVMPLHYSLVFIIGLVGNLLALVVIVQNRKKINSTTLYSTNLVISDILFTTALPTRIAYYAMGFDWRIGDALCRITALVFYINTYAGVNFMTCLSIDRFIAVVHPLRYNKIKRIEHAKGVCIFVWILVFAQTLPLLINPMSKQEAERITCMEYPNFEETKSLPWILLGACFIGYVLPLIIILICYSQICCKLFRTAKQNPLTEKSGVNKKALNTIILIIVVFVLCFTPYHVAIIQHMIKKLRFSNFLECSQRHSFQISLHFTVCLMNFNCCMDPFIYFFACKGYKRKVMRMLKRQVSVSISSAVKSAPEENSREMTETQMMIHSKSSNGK
# tim23-1 inh = inhibits growth of tim23-1 mutant yeast | inhibition, % at 20 µM | AID 463212 | S. cerevisiae tim23-1 growth, BacTiter-Glo luminescence, 24 h | 330,000 tested, 1.3% active;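 active means growth inhibition of the mutant yeast at or above 50%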;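 further: temperature-sensitive mutant grown at 25 °C; plate controls were DMSO-treated mutant yeast for no effect and medium wells lacking yeast for full effect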
# UPR CHOP act = activators of apoptotic arm of unfolded protein response (CHOP) | 330,000 tested, 0.34% active | activation, % at 10 µM | CHO-CHOP luciferase reporter, UPR activation, luminescence; percent of tunicamycin response over DMSO baseline;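 active means at 10 µM dose, activation of 40% or more, normalized to positive control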;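 further: 100% = tunicamycin at 10 µg/mL and 0% = DMSO alone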
#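 assay system = CHO CHOP reporter cells | amount = 500 CHO-CHOP cells per well | buffer or medium = F12 with 10% FBS | incubation = 16-18 h cell attachment, then 6 h compound exposure, 37 °C | detection = luminescence read with Steady-Glo | read-out = percent activation relative to tunicamycin control | controls = tunicamycin high control, DMSO low control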
# Mdm2-MdmX inh = disrupts the human Mdm2-MdmX interaction | SaOS-2 split-luciferase Mdm2/MdmX complementation, luminescence | inhibition, % at 8 µM | AID 485346 | O15151+Q00987 | 330,000 tested, 3% active;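 active means inhibition of at least 50% at 8 µM in the primary screen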
# CCR6 antagonist = antagonists of human CCR6 receptor; inhibition, % at 20 µM; 340,000 tested, 0.49% active; P51684; CHO-K1 CCR6 PathHunter beta-arrestin, luminescence, CCL20-stimulated;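 active means compounds whose inhibition of the agonist-driven luminescence signal at 20 µM reaches about 50%, limit read from the data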;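 further: cells stimulated with CCL20 at 14 nM final; plate controls were DMSO with CCL20 for no effect and DMSO without agonist for full effect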
# Target sequence (P51684 whole entry, looked up): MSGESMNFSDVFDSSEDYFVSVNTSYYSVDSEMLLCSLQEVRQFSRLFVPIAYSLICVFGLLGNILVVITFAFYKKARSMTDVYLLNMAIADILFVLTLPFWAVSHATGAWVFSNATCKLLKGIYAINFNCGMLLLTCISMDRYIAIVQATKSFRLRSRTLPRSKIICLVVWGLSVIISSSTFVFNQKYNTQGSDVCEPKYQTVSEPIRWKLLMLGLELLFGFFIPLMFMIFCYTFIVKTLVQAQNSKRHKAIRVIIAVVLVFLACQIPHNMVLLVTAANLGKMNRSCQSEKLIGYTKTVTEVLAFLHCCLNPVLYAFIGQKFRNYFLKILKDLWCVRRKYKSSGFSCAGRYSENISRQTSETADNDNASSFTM
# * = called active by the depositor; x = not tested or not shown.
SMILES,XBP1 UPR activ,APJ antag,APJ agonist,CXCR6 block,EBI2 antag,tim23-1 inh,UPR CHOP act,Mdm2-MdmX inh,CCR6 antagonist
O=C(c1ccc(F)cc1)N(Cc1ccco1)C1CCS(=O)(=O)C1 (stereo unspecified),-2,6,2,6,-10,2,0.1,-6,0
CC1CC(C)CN(c2nc(N(C)c3ccccc3)nc(N)c2[N+](=O)[O-])C1 (stereo unspecified),1,11,-3,9,1,42,0.9,0,12
CC(C)C(c1nnnn1Cc1ccco1)N1CCN(C2CCCC2)CC1 (stereo unspecified),0,8,-3,2,-4,4,0.2,-17,1
Cc1ccc(/C=N\NC(=O)c2cncc(Br)c2)o1,-1,6,-1,-4,-7,17,-0.6,13,3
CC(=O)Oc1cc(O)c2c(=O)c(OC(C)=O)c(-c3ccc(OC(C)=O)c(OC(C)=O)c3)oc2c1,5,-30,-6,2,-1,7,3.0,17,14
Cc1onc(-c2ccccc2)c1C(=O)OCc1nnc(-c2ccccc2)o1,4,19,6,-12,17,20,1.5,19,-5
COC(=O)[C@H](C)NC(=O)Nc1cccc(C)c1,-2,17,-1,5,-3,-13,1.4,17,15
COc1cccc(/C=N/NC(=O)CSc2nnc(C)n2-c2ccccc2)c1OC,-5,5,1,-3,0,1,1.7,14,-6
N#C/C(=C\c1ccc(-c2cccc([N+](=O)[O-])c2)o1)C(=O)N1CCOCC1,2,-7,-2,-9,-22,24,5.5,-5,7
COc1cccc(/C=N/NC(=O)CCn2nnc3ccccc32)c1,1,5,0,0,10,0,-1.4,-17,24
NC(=O)CC(NC(=O)c1ccc(Br)cc1)c1ccc(NC2CCCCCC2)c([N+](=O)[O-])c1 (stereo unspecified),2,14,-8,20,15,18,1.8,19,31
CN(Cc1cccs1)C(=O)c1ccc(Cl)c(S(=O)(=O)N2CCCCCC2)c1,0,7,-3,1,11,36,-0.5,25,19
CCC(=O)Nc1ccc(-c2cc3ccccc3oc2=O)cc1,1,9,2,-5,-10,15,3.3,-93,10
O=C(Nc1sc2c(c1C(=O)O)CCCCC2)c1cccs1,1,-13,-3,0,1,26,4.5,-50,-17
COc1ccc(CN(C(=O)CSc2nnc(-c3ccc(OC)c(OC)c3)o2)c2ccc(F)cc2)cc1,-1,8,-2,9,19,19,2.5,1,-8

# Copied from the list.
# COc1ccc(CN(C(=O)CSc2nnc(-c3ccc(OC)c(OC)c3)o2)c2ccc(F)cc2)cc1 | CXCR6 block = 9
# COc1cccc(/C=N/NC(=O)CCn2nnc3ccccc32)c1 | Mdm2-MdmX inh = -17

# (further entries)
SMILES,XBP1 UPR activ,APJ antag,APJ agonist,CXCR6 block,EBI2 antag,tim23-1 inh,UPR CHOP act,Mdm2-MdmX inh,CCR6 antagonist
CC1CC(C)CN(C(=O)C(C)N(C)CC(=O)Nc2ccccc2Cl)C1 (stereo unspecified),0,5,0,-5,-6,23,-1.4,27,4
O=C(OCc1cc(=O)n2ccsc2n1)c1ccc(O)cc1O,6,8,-1,-4,-17,2,2.5,-11,2
COc1cccc(C(O)c2cnc(C(C)C)n2C)c1 (stereo unspecified),-1,8,-2,0,2,-1,1.5,-35,2
NC(=O)COC(=O)c1cccc(S(=O)(=O)N2CCCCC2)c1,1,6,-1,-1,2,-2,-1.0,-2,-7
Cc1ccc(OCC(=O)N2CCCCCCC2)cc1,1,1,-4,-12,7,10,2.6,-7,-4
CC(=O)N1CCN(Cc2cc(=O)n3cc(Cl)c(C)c(Cl)c3n2)CC1,1,7,0,1,-1,3,0.0,-7,0
CCOC(=O)C1CCCN(CC(O)COc2ccccc2C(C)=O)C1 (stereo unspecified),5,1,-2,-2,-5,-2,-1.5,15,10
C=CCNC(=O)/C(=C\c1ccc([N+](=O)[O-])cc1)NC(C)=O,-2,8,-5,2,-1,-1,-1.6,9,5
Cc1cccc(N=Cc2cc3c(cc2[N+](=O)[O-])OCO3)c1,-2,-10,-1,-2,6,13,0.1,16,-2
N#Cc1c(NC(=O)CSc2nc(N)cc(=O)[nH]2)sc2c1CCCC2,3,1,-2,2,-5,7,-1.5,-16,3
Cc1ccc(NC(=O)COC(=O)c2ccc(=O)n(Cc3ccccc3)n2)cc1F,-4,25,-4,0,-11,15,1.0,12,-5
CC(=O)Nc1ccc(S(=O)(=O)NCCc2cn3nc(C)c(C)nc3n2)cc1,-2,7,0,4,-8,5,1.1,29,4
CCOCCn1c(=O)c2c(nc3n2CCN3c2ccc(CC)cc2)n(C)c1=O,8,-15,0,-1,0,-1,1.2,6,3
CN(Cc1ccccc1)C(=O)c1ccc(NC2=NC3CS(=O)(=O)CC3S2)cc1 (stereo unspecified),-2,-2,2,-2,2,7,-0.2,27,8
COc1ccccc1N1CCN(CC(=O)Nc2c(C)n(C)n(-c3ccccc3)c2=O)CC1,1,14,-2,-4,-10,2,-0.2,-4,12
CCOc1ccc(C(=O)OCC(=O)NC2CCCC2)cc1OCC,0,16,-2,1,-6,0,4.9,10,1
CCOc1cc(NS(=O)(=O)c2ccc(OC)cc2)c(OCC)cc1NC(=O)c1ccco1,4,-9,-3,-2,22,9,2.1,1,8
Cc1noc(C)c1CSc1ccccc1C(=O)O,1,7,0,1,-2,9,2.2,17,1
COc1ccc(CN(CC2CCC(C(=O)O)CC2)C(=S)Nc2ccccc2C)cc1 (stereo unspecified),1,4,-4,-1,-10,7,3.1,21,2
COc1cccc(/C=N/Nc2ccc([N+](=O)[O-])cn2)c1O,65*,16,-5,13,-10,40,17,93*,31
Cc1ccc(C)c2[nH]c(=O)c(CCNC(=O)c3ccc4c(c3)OCO4)cc12,-5,8,4,-2,-5,12,1.0,24,0
COCCNC(=O)C1CC2Cn3c(nc4cc(Cl)c(Cl)cc43)C2N1C (stereo unspecified),-1,21,1,0,2,11,-0.3,25,6
CC(=O)N(CCO)Cc1cc2cc(C)cc(C)c2[nH]c1=O,1,23,-4,-7,3,2,-4.6,21,8
Cc1ccsc1C(=O)N1CCCC(CCC(=O)NCc2ccc(F)c(F)c2)C1 (stereo unspecified),-2,-9,-3,2,-1,-8,0.4,-12,7
C=CCn1c(SCC(=O)N(C(C)CC)C2CCS(=O)(=O)C2)nc2ccccc2c1=O (stereo unspecified),-3,9,1,-2,8,-2,1.2,26,11
COc1ccc(NC(=O)C2CCC(=O)N2)cc1 (stereo unspecified),-1,5,-1,3,-4,16,0.1,8,1
Cc1ccc(C)c(C(=O)CCC(=O)Nc2cccnc2)c1,-1,17,-4,1,-6,-1,0.8,11,12
CS(=O)(=O)c1ccc2nc(NC(=O)CCNC(=O)c3ccccc3Cl)sc2c1,3,9,1,-1,-5,17,-0.7,-15,3
O=C(O)c1cccc(Cn2c(Cl)c(/C=N/NC(=O)c3ccccc3O)sc2=O)c1,-1,3,-2,-2,-7,16,-1.5,0,13
O=[N+]([O-])c1ccc(C2OCCO2)cc1CS(=O)(=O)c1ccccc1,-2,25,-3,2,0,12,2.1,-4,-5
CCOc1ccc(-c2nnc3ccc(SCc4ccc(C(=O)OC)o4)nn23)cc1,6,15,0,5,12,39,-0.8,-28,3
O=S(=O)(Cc1ccc(Cl)cc1)N1CCCCCC1,-1,14,-3,-1,5,27,0.9,-3,15
CCCN1CCN(CCCNC(=O)CN2C(=O)c3cccnc3Oc3ccc(C)cc32)CC1,-3,19,-6,2,5,20,0.5,-12,0
Nc1c(-c2ccccc2Cl)cnn1-c1cccc([N+](=O)[O-])c1,3,2,-1,-6,11,38,2.4,-11,16
COc1ccc(N2CCN(CCCNC(=O)C3CCC(CNc4nc(=S)[nH]c5ccccc45)CC3)CC2)cc1 (stereo unspecified),-2,-6,6,-18,5,-14,0.4,-5,19
CC(C)(C)c1ccccc1NC(=O)c1cc(-c2ccncc2)nc2ccccc12,-4,8,5,-10,3,21,0.4,-18,12
O=C(N/C=C/c1ccccc1)c1ccccc1,6,10,-5,5,-11,26,4.6,-164,2
C=C(C(=O)Oc1ccccc1C(C)(C)C)c1ccccc1,1,2,-2,x,x,59*,193*,96*,x
CCOc1ccccc1NCc1cc(=O)oc2cc(C)c(O)cc12,15,13,-2,0,-5,7,2.2,7,8
[N-]=C=C1C(=O)NC(=O)C([n+]2ccc(-c3ccncc3)cc2)C1c1ccccc1C(F)(F)F (stereo unspecified),-1,-25,4,-9,-2,7,0.5,14,-12
COc1ccc(-c2nc(C#N)c(N3CCN(c4cccc(Cl)c4)CC3)o2)cc1OC,-1,-20,-4,5,7,-7,0.0,23,2
O=C(Nc1ccc(-n2cnnn2)cc1)C1CCCCC1,3,12,-3,-2,0,13,-0.9,-7,-10
CCN(CC)S(=O)(=O)c1ccc(N2CCN(CCOc3ccc(OC)cc3)CC2)nc1,-5,3,4,-4,13,19,0.7,7,-8
Cn1nc(-c2ccccc2)c(CN2CCN(c3ncccn3)CC2)c1Cl,1,0,-2,-2,10,8,0.6,2,8
Cc1ccc(S(=O)(=O)N(C)c2ccc(OC(=O)CN3C(=O)NC4(CCCC4)C3=O)cc2)cc1,1,1,1,-4,-3,13,-1.6,19,11
Cc1cc(C)c2sc(N(CCCN(C)C)C(=O)c3ccc(Br)s3)nc2c1,6,-42,-5,-4,2,-34,2.0,40,24
CCOC(=O)C(NCc1ccc2c(c1)OCO2)(NC(=O)c1ccccc1)C(F)(F)F (stereo unspecified),-2,10,-7,9,-4,-9,0.9,-1,8
CC1CCCN(S(=O)(=O)c2cccc(C(=O)NCC3CCCO3)c2)C1 (stereo unspecified),-2,7,-3,0,9,14,-0.8,-9,-4
Clc1ccc(-c2nc(NCCCN3CCOCC3)c3ccccc3n2)cc1,1,2,3,0,13,21,3.0,37,-3
COc1ccccc1NC(=O)NC1CCS(=O)(=O)C1 (stereo unspecified),13,6,-2,-8,-2,15,2.9,10,7
COc1ccccc1C(=O)NCC(=O)NC1CCCc2ccccc21 (stereo unspecified),-2,-7,-3,-4,6,4,1.5,-19,4
c1cc2c(cc1C1CCCN1)OCCCO2 (stereo unspecified),-1,-12,-2,1,-5,6,-0.6,19,3
CCCCN(C)CCCNC(=O)CN1C(=O)CSc2ccc(S(=O)(=O)N3CCOCC3)cc21,9,13,-2,2,3,4,2.8,7,9
Cn1cc(Cl)c(C(=O)OCC(=O)Nc2nc(-c3ccc(Br)cc3)cs2)n1,5,-26,-2,2,-4,20,3.3,-35,-10

# Four entries from above, arranged by their value in Mdm2-MdmX inh, falling.
compound	XBP1 UPR activ	APJ antag	CXCR6 block	EBI2 antag	Mdm2-MdmX inh	CCR6 antagonist
c1cc2c(cc1C1CCCN1)OCCCO2 (stereo unspecified)	-1	-12	1	-5	19	3
CCOC(=O)C(NCc1ccc2c(c1)OCO2)(NC(=O)c1ccccc1)C(F)(F)F (stereo unspecified)	-2	10	9	-4	-1	8
CC1CCCN(S(=O)(=O)c2cccc(C(=O)NCC3CCCO3)c2)C1 (stereo unspecified)	-2	7	0	9	-9	-4
Cn1cc(Cl)c(C(=O)OCC(=O)Nc2nc(-c3ccc(Br)cc3)cs2)n1	5	-26	2	-4	-35	-10

# A portion of the library; count on the stated rates, not on these rows.
